N370S GC = inhibits or activates N370S mutant glucocerebrosidase | P04062 | N370S GC spleen homogenate, 4MU-glucoside fluorescence | Potency, µM (highest dose often 59.4 µM), for the others: top-dose activity change, negative = inhibition, actives largely listed as inhibitors | 330,000 compounds, 0.092% hits | AID 2101;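 also: 0% = full enzyme activity and -100% = no enzyme basal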
GCN5L2 inh = blocks human GCN5L2 histone acetyltransferase; Q92830; GCN5L2 HAT assay, ThioGlo1 CoA-SH fluorescence; Potency, µM (series often up to 58.9 µM), for the others: top-dose activity change, negative = inhibition, usual class: inhibitors; 390,000 compounds, 0.21% hits; AID 504327
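qHTS, 1536-well. 20nM enzyme, pH 7.5 HEPES/EDTA/Tween-20 buffer; 15 min compound preinc., RT. Start: 75uM H3(1-25), 70uM AcCoA, 50uM ThioGlo1. Read Ex340/Em540 at t=0 (autofluorescence flag) and t=20 min.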
FEN1 inhibitor = blocks human flap endonuclease 1; P39748; 390,000 compounds, 0.35% hits; Potency, µM (doses to about 114 µM), for inactives: top-dose activity change, negative = inhibition, most hits filed as inhibitors; Recombinant FEN1 flap cleavage, fluorescence, 15 min; AID 588795; also: nearly all actives have a fitted effect of over 65% in size
Target sequence (P39748 whole entry, looked up): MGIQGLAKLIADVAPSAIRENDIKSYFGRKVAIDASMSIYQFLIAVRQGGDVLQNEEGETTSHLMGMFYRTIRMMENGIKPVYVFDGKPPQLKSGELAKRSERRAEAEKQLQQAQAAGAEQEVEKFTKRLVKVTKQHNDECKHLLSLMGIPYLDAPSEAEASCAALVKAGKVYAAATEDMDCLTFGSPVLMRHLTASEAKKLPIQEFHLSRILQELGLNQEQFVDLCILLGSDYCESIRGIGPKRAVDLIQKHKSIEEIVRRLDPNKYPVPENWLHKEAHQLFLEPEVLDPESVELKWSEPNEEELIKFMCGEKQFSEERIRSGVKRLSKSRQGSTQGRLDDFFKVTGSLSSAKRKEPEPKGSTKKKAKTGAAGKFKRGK
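Quantitative HTS format: each compound was titrated, incubated with 10 nM nuclease for 15 min at room temperature, then challenged with flap substrate at 50 nM final. Signal change over 15 min gave concentration–effect curves.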
The depositor's hits bear a star; ? = inconclusive; . = not tested or not shown; [ ] = dose if it differs, or a comment. Calls follow the shape of the dose curve; as a rule, active = well fitted curve in the direction sought with a large enough effect; inconclusive = small, poorly fitted or top-dose-only effect, or another doubt; inactive = no such curve, though single readings can be large; an effect the other way counts as inactive or inconclusive. Unless noted, % is scaled to controls: 0 for no effect and ±100 for the full control effect; potency is read from the fitted curve at half-maximal effect.

SMILES	N370S GC	GCN5L2 inh	FEN1 inhibitor
O=C(c1cc2cccc([N+](=O)[O-])c2oc1=O)N1CCOCC1	9%	-1%	-7%
COc1ccc(CN2C(=O)CN=C2Nc2cc(C)ccc2C)cc1	-7%	0%	-4%
CCOC(=O)N1CCN(c2ncnc3c2cnn3-c2ccc(OC)cc2)CC1	15%	-5%	21%
Cc1ccsc1CN(C(=O)COc1cccc(C)c1C)C1CCS(=O)(=O)C1 (stereo not drawn)	.	-2%	11%
Cc1nnc2n(-c3ccccc3)c(=O)c3c4c(sc3n12)CC(C)CC4 (stereo not drawn)	0%	2%	3%
NS(=O)(=O)c1ccc(CCNC(=O)c2ccccc2Cc2ccccc2)cc1	-2%	-19%	14%
CN(c1ccc(OCC(=O)OCC(=O)Nc2ccccc2F)cc1)S(=O)(=O)c1cccs1	5%	-9%	-10%
O=C(Nc1ccccc1Oc1ccsc1C(=O)O)c1ccccc1	-1%	0%	-3%
CN(CC(=O)Nc1ccc(F)cc1)C(=O)CCc1nc2sc3c(c2c(=O)[nH]1)CCCC3	2%	-18%	-15%
CCOc1ccc(S(=O)(=O)N/N=C\c2ccc3c(c2)OCO3)cc1	-5%	-4%	0%
COc1ccc(CCNC(=O)C2c3ccccc3C(=O)N2Cc2ccccc2)cc1OC (stereo not drawn)	.	-2%	-9%
CCOc1ccc(-c2csc(NC(=O)C3CCCO3)n2)cc1 (stereo not drawn)	-22%	-9%	0%
COc1cc(C(=O)NCC(c2ccco2)N2CCCC2)ccc1OCc1c(C)noc1C (stereo not drawn)	-4%	1%	-12%
COc1ccc(/C(C)=N/NC(=O)CNC(=O)c2ccco2)c(OC)c1	-2%	-3%	18%
CCOC(=O)c1sc2cccc(F)c2c1S(=O)(=O)NCc1ccccc1Cl	.	-6%	-3%
CC(=O)Nc1cccc(Nc2nc(-c3ccccc3)nc3ccccc23)c1	?	-5%	9%
Cc1ccn2cc(-c3cccc(NC(=O)c4cccs4)c3)nc2c1	-8%	-6%	-14%
CCOC(=O)Cn1nc(C)c(NC(=O)COc2ccc(F)cc2F)c1C	-2%	1%	.
Nc1nc2ccc(S(=O)(=O)N3CCCCC3)cc2s1	3%	-5%	?
CCc1ccc(N(CC(=O)Nc2ccccc2C(=O)N2CCCC2)S(C)(=O)=O)cc1	-1%	-5%	-3%

A draw from above in order of molar mass, ascending.
SMILES	N370S GC	GCN5L2 inh	FEN1 inhibitor
CCOC(=O)Cn1nc(C)c(NC(=O)COc2ccc(F)cc2F)c1C	-2%	1%	.
CCc1ccc(N(CC(=O)Nc2ccccc2C(=O)N2CCCC2)S(C)(=O)=O)cc1	-1%	-5%	-3%
COc1ccc(CCNC(=O)C2c3ccccc3C(=O)N2Cc2ccccc2)cc1OC (stereo not drawn)	.	-2%	-9%

(list continues)
SMILES	N370S GC	GCN5L2 inh	FEN1 inhibitor
COc1ccc(CNc2n[nH]c(-c3ccco3)n2)cc1OC	.	-9%	-15%
CCOc1ccc(N2C(=O)CC(NC3CCN(C(=O)c4ccc(F)cc4)CC3)C2=O)cc1 (stereo not drawn)	8%	11%	-42%
Cc1cc(C(=O)Nc2nnc(C(F)(F)F)s2)no1	0%	-2%	-17%
O=[N+]([O-])/C(C(=C(Cl)Cl)N1CCN(Cc2ccccc2)CC1)=C1\NCCN1Cc1ccc(Cl)nc1	-7%	-6%	-2%
CCOCCCNS(=O)(=O)c1ccc2c(c1)oc(=O)n2CC(=O)OCC	2%	-3%	4%
CCC(C)NC(=O)CSc1nnc(-c2ccc(OC)c(OC)c2)c(-c2ccc(OC)c(OC)c2)n1 (stereo not drawn)	2%	0%	-15%
S=C(NCc1cccs1)Nc1cccc(Cl)c1	3%	-1%	4%
COc1ccccc1/C=C1\SC(=S)N(CCC(=O)N2CCCCC2CCO)C1=O (stereo not drawn)	-11%	-11%	6%
Cc1ccc(N2CC(C(=O)Nc3ccc4c(c3)OCO4)CC2=O)cc1 (stereo not drawn)	9%	-2%	37%[activator]
Cc1ccc(-n2c(SC3CCOC3=O)nc3ccccc3c2=O)cc1 (stereo not drawn)	16%	-10%	.
Fc1ccc2cnc(-c3cccnc3)cc2c1	.	2%	-24%
Cc1cn2c(=O)cc(COC(=O)c3cccc(NC(=O)c4ccccc4Cl)c3)nc2s1	.	-6%	-2%
CN(CCO)c1ccc(C(C(=O)c2ccccc2)c2ccc(N(C)CCO)cc2)cc1	-15%	-6%	-19%
COc1ccccc1NC(=O)N1CCN(c2ccnc3cc(Cl)ccc23)CC1	7%	-11%	-6%
CCOC(=O)c1[nH]c(CO)c(C(=O)OCC)c1C	-1%	-2%	-7%
COc1ccccc1Nc1c2c(nc3ccc(NC(=O)/C=C/c4cc(OC)c(OC)c(OC)c4)cc13)CCCC2	.	-17%	?
Cc1ccc(/C=C/C(=O)O)cc1S(=O)(=O)Nc1ccc2c(c1)OCO2	-17%	-12%	3%
CN(C)S(=O)(=O)c1ccc(N2CCOCC2)c(C(=O)O)c1	1%	-2%	4%
COc1ccccc1-n1nc(C)cc1N	4%	-3%	-2%
CCCn1c(SCC(=O)NCc2ccc3c(c2)OCO3)n[nH]c1=O	.	-5%	-14%
FC(F)(F)c1ccncc1-c1nnc(C2CCCCC2)o1	3%	-20%	3%
COc1ccc(/C=C/C(=O)NC2CCCCC2C)cc1 (stereo not drawn)	-19%	-9%	9%
CC1Cc2ccccc2N1C(=O)CSc1nc2cc3c(cc2cc1C#N)OCO3 (stereo not drawn)	6%	-8%	-11%
O=C(CCCO)NNc1c2ccccc2nc2ccccc12	-9%	1%	-16%
O=C(NCc1cccnc1)c1cc2nc(-c3ccc4c(c3)OCO4)cc(C(F)(F)F)n2n1	24%	3%	-15%
CC1CCCN(C(=O)c2ccc3ncsc3c2)C1 (stereo not drawn)	-10%	-1%	9%
COc1ccccc1NC(=O)N1CCN(C(=O)Nc2ccccc2OC)CC1	-9%	-6%	22%
O=C(CN1CCOCC1)N1N=C(c2cccs2)CC1c1cccs1 (stereo not drawn)	-4%	-7%	0%
O=C(C1CCCN(S(=O)(=O)c2cnc[nH]2)C1)N1CCN(Cc2ccccc2)CC1 (stereo not drawn)	1%	-2%	-12%
O=S1(=O)NC(=NC2CCCCCC2)c2ccccc21	-1%	0%	-11%
Cc1sc2ncnc(OCC(=O)NCc3cccs3)c2c1C	5%	-4%	-1%
CCOC(=O)c1cc(-c2ccc(F)cc2)n(CC(=O)N2CCCC2)c1C	8%	?	9%
Cc1c(C(=O)O)sc(S(=O)(=O)N2CCNCC2)c1C(=O)O	11%	-11%	.
Cc1noc(C)c1-c1nccc(-n2ccnc2)n1	2%	-4%	.
CN(CC(=O)Nc1ccccc1C(F)(F)F)C(=O)c1ccccc1Sc1ccccc1C#N	.	-3%	-13%
CCCCCn1c2nc3ccccc3nc2c2c(=O)n(CC3CCCO3)c(C)nc21 (stereo not drawn)	7%	-3%	.
Cc1cc(S(=O)(=O)N2CCCCC2CCNC(=O)C(=O)NCC2CCCO2)ccc1F (stereo not drawn)	-17%	3%	-3%
Cc1noc(C)c1-c1cc(N(C)Cc2ccco2)ncn1	-13%	?	.
O=C(COC(=O)CN1CCSC1=O)Nc1ccc(F)cc1Cl	.	-7%	17%
C=CCn1c(-c2c[nH]c3ccccc23)n[nH]c1=S	0%	-5%	-4%

Entries shown so far that have a thiophene ring, fused or not, in the order listed:
SMILES	N370S GC	GCN5L2 inh	FEN1 inhibitor
Cc1ccsc1CN(C(=O)COc1cccc(C)c1C)C1CCS(=O)(=O)C1 (stereo not drawn)	.	-2%	11%
Cc1nnc2n(-c3ccccc3)c(=O)c3c4c(sc3n12)CC(C)CC4 (stereo not drawn)	0%	2%	3%
CN(c1ccc(OCC(=O)OCC(=O)Nc2ccccc2F)cc1)S(=O)(=O)c1cccs1	5%	-9%	-10%
O=C(Nc1ccccc1Oc1ccsc1C(=O)O)c1ccccc1	-1%	0%	-3%
CN(CC(=O)Nc1ccc(F)cc1)C(=O)CCc1nc2sc3c(c2c(=O)[nH]1)CCCC3	2%	-18%	-15%
CCOC(=O)c1sc2cccc(F)c2c1S(=O)(=O)NCc1ccccc1Cl	.	-6%	-3%
Cc1ccn2cc(-c3cccc(NC(=O)c4cccs4)c3)nc2c1	-8%	-6%	-14%
S=C(NCc1cccs1)Nc1cccc(Cl)c1	3%	-1%	4%
O=C(CN1CCOCC1)N1N=C(c2cccs2)CC1c1cccs1 (stereo not drawn)	-4%	-7%	0%
Cc1sc2ncnc(OCC(=O)NCc3cccs3)c2c1C	5%	-4%	-1%
Cc1c(C(=O)O)sc(S(=O)(=O)N2CCNCC2)c1C(=O)O	11%	-11%	.

Additional results.
SMILES	N370S GC	GCN5L2 inh	FEN1 inhibitor
Cc1cccc(NC(=O)c2cc(-c3cc(C)ccc3O)n[nH]2)c1	-10%	-10%	4%
CCNc1nc(NCC)n2c(SCC(=O)NC34CC5CC(CC(C5)C3)C4)nnc2n1	4%	-2%	6%
COc1ccc(/C(O)=C2/C(=O)C(=O)N(CCCN(C)C)C2c2ccccc2)cc1OC (stereo not drawn)	-9%	5%	11%
CCC(=O)Nc1ccc(NC(=O)CSc2nnc(C(C)C)n2C)cc1	7%	-3%	-3%
COc1cccc(CN2CCCC(C(=O)c3ccc4c(c3)OCO4)C2)c1OC (stereo not drawn)	-1%	?	-16%
Cc1c(C(=O)NCc2ccccc2)c(-c2ccccc2)nn1-c1ccccc1	19%	-5%	1%
CC(=O)c1c(C)nn(CC(O)COc2ccc3c(c2)CCC3)c1C (stereo not drawn)	-8%	-7%	-1%
O=C(NCCC1CCCCN1S(=O)(=O)c1cccs1)C(=O)Nc1cccc(F)c1 (stereo not drawn)	-4%	-3%	15%
COc1ccc2c(c1)[C@H]1[C@H](CO2)[C@H](c2ccccc2)[C@]2(C)C(=O)Nc3ccc(C)cc3C(=O)N12	.	-5%	-25%
Cn1cnnc1SCc1ccc(-c2ccc(Br)cc2)o1	4%[2.35 µM]	2%	4%
CCOc1ccc(NC(=O)CN(C)C(=O)c2sccc2-c2ccccc2)cc1OCC	-7%	2%	-11%
COc1ccccc1C(C)NCC(=O)NC(=O)NCc1ccco1 (stereo not drawn)	-2%	-1%	4%
COC(=O)c1ccc(NC(=O)CSCc2ccccc2C)cc1	-2%	-3%[0.501 µM]	-5%
CS(=O)(=O)N1CCN(C(=O)c2ccc(F)cc2)CC1	2%	-2%	-3%
Cc1ccc(C(C(=O)NCc2ccccc2)N(C(=O)c2csnn2)c2cccc3ccccc23)o1 (stereo not drawn)	0%	.	-7%
O=C(C1CCN(S(=O)(=O)c2ccccc2)CC1)N1CCCCCC1	1%	-5%	2%
Cc1c(C(=O)NCCSCc2ccco2)cccc1[N+](=O)[O-]	-3%	2%	0%
C/C(=N\OCC(=O)Nc1c(C)cc(C)cc1C)c1ccc2c(c1)OCCO2	-13%	-6%	-17%
COc1ccc(C(C)=O)cc1CSc1nc2ccccc2c(=O)n1-c1ccccc1	11%	-8%	0%
COc1ccccc1CCC(=O)NNC(=O)c1ccccc1	-4%	-3%	1%
CN1CCN(S(=O)(=O)c2csc(C(N)=O)c2)CC1	?	-4%	?
CSc1ccccc1NC(=O)c1cccs1	0%	0%	-2%
COc1cccc(N2CCN(CC(=O)Nc3ccccc3C(=O)NCCc3ccccc3)CC2)c1	.	-7%	-6%
O=C(Nc1ccc(S(=O)(=O)N2C[C@@H]3C[C@@H](C2)c2cccc(=O)n2C3)cc1)c1ccc(F)cc1	.	-4%	10%
Cc1ccc(-c2nc3scc(CCNS(=O)(=O)c4ccc(C)c(C)c4)n3n2)cc1	.	0%	5%
CC(C)c1ccc(/C=C2\C(=N)N3N=C(CC(=O)N4CCCCC4)SC3=NC2=O)cc1	-14%	-1%	-6%
CCc1cc2c(=O)oc(-c3ccccc3F)nc2s1	10%	-11%	?
COc1ccc(C2c3[nH]c4ccccc4c3CCN2C(=O)c2cn3ccccc3n2)c(F)c1 (stereo not drawn)	6%	-14%	-26%
COc1ccc(Br)cc1CN(C)C(=O)c1ccncc1	-16%	-4%	-2%
CC(C)(C)c1ccc(OCc2nnc(-c3ccccc3)o2)cc1	.	-9%	-6%
CCCN1CCN(c2ncnc3sc(C(=O)Nc4cccc(Cl)c4C)c(C)c23)CC1	.	-2%	-4%
CN(CC(=O)NC(c1ccccc1)c1ccccc1)Cc1nc2ccccc2c(=O)[nH]1	18%	-4%[0.501 µM]	-11%
Oc1c(Br)cc(C=Nc2ccc3nc(-c4ccccc4)[nH]c3c2)c(O)c1Br	10%	?	40µM*
CCn1c(=S)sc2c(=O)n(CC(=O)Nc3cccc(OC)c3)c(C)nc21	-1%	-1%	14%
CCOC(=O)C1C(=O)CC(C)(O)C(C(=O)OCC)C1c1ccccc1OC (stereo not drawn)	3%	2%	-4%
O=C1OC(N2C(=O)CC[C@H]2C(=O)Nc2ccc(Br)cc2F)c2ccccc21 (stereo partly drawn)	1%	-12%	19%
COc1ccc(-c2[nH]c(-c3cccc(OC)c3)nc2SCC(=O)Nc2ccc3c(c2)OCO3)cc1	.	-7%	-18%
O=c1c2ccccc2nc(-c2ccc(Cl)cc2)n1CCCCOc1ccc(F)cc1	.	-4%	-9%
COc1ccc(NC(=O)C(C)NS(=O)(=O)c2ccccc2)cc1Cl (stereo not drawn)	1%	-6%	-11%
O=C(CN1C2=NCCN2c2ccccc21)c1ccc(Br)cc1	0%	-2%	6%

Bioassay records: PubChem BioAssay, National Center for Advancing Translational Sciences (NCATS)
